Source: PubChem BioAssay (National Center for Advancing Translational Sciences (NCATS))
EPAC1 antag: blocks human EPAC1 exchange factor. O95398. EPAC1 GEF assay, Rap1b-BODIPY-GDP exchange fluorescence. Potency, µM (series often up to 115 µM), for the others: top-dose activity change, negative = inhibition, most hits filed as inhibitors. 360,000 tested, 0.14% active. AID 720709;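 further: plate controls were vehicle for no effect and positive control for full effect; nearly all actives have a fitted effect of over 50% in size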
Target sequence (O95398 whole entry, looked up): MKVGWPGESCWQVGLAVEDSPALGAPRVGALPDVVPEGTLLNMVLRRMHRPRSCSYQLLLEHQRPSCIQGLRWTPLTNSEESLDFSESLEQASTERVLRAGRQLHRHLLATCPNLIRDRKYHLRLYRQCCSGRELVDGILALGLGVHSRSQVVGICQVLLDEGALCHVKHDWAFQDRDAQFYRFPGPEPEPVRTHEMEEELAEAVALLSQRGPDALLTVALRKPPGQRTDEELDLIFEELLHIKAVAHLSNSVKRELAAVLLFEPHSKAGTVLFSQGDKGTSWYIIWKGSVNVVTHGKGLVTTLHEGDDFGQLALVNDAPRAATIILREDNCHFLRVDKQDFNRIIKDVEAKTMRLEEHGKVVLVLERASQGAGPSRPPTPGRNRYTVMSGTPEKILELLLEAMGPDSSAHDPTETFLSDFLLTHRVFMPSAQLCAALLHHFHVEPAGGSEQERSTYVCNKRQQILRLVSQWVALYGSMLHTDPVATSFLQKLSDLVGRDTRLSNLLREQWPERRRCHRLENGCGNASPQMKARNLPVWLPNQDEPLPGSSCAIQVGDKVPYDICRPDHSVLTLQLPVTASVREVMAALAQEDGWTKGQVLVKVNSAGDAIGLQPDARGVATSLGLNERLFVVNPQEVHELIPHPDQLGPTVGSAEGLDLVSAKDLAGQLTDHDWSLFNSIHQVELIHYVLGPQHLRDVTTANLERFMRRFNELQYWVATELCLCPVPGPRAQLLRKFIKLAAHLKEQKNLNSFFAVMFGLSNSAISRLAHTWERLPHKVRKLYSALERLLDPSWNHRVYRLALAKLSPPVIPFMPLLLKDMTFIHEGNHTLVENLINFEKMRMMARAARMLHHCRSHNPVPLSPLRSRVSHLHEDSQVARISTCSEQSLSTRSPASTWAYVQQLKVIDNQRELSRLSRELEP
EPAC2 antag: EPAC2 (human) antagonism | EPAC2 GEF exchange of Rap1B-BODIPY-GDP, fluorescence | Potency, µM (series often up to 114 µM), inactives show top-dose activity, negative = inhibition, most hits filed as inhibitors | 360,000 tested, 0.18% active; further: on the % scale 0 is the no-effect control and ±100 the full control effect; nearly all actives have a fitted effect of over 45% in size; many of its hits are not listed in these tables
EPAC2 agonist: agonists of human EPAC2 (RAPGEF4); Potency, µM (doses to about 154 µM), without a hit: at the top dose activation, hits mostly activators; 360,000 tested, 0.079% active; EPAC2 activation, biochemical qHTS; response scale: 100% = 6.5 mM cAMP response; further: nearly all actives have a fitted effect of over 50% in size
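Fluorescence exchange assay: 100 nM EPAC2 with 250 nM RAP1B-BODIPY-GDP and 50 uM GDP; compounds tested as a concentration-titration series (qHTS). Loss of Rap1-bound BODIPY-GDP fluorescence read at 480/540 nm; data normalized to 6.5 mM cAMP.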
PTHR1 ag: agonists of human PTHR1 parathyroid hormone receptor. Q03431. HEK293 GP2 PTHR1 cells, GloSensor cAMP luminescence, 1 h. Potency, µM (doses to about 115 µM), for inactives: at the top dose activation, most hits filed as activators. 410,000 tested, 0.075% active; further: nearly all actives have a fitted effect of over 55% in size; some results filed as inactive show a strong effect at the top dose; inactives centre near -15; many of its hits are not listed in these tables
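HEK-293-derived GP2 cells expressing PTHR1 and a GloSensor cAMP reporter, 3,000/well, plated overnight, given luciferin plus IBMX (each 0.5 mM as added) for 1 h at 37 °C, then compound for 1 h at 37 °C. Luminescence was read after 15 min at room temperature.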
FUS yeast rescue: FUS proteinopathy suppression in yeast; AID 1347120; S. cerevisiae FUS-expressing, growth rescue, OD600, 24 h; Potency, µM (top dose mostly 76.6 µM), for the others: top-dose growth rescue (activation), most hits filed as activators; 390,000 tested, 0.24% active;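 further: plate controls were DMSO vehicle for no effect and reference control for full effect; nearly all actives have a fitted effect of over 55% in size; some results filed as inactive show a strong effect at the top dose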
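Yeast FUS proteinopathy model; galactose-induced FUS (2%), starting OD 0.005. Cpds in dilution series, 24hr, 30C, 99% humidity. Abs 600 nm growth. Pos ctrl CP55940 (top 92uM final); neg ctrl DMSO.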
aSyn yeast inh: rescues yeast growth from alpha-synuclein toxicity; 370,000 tested, 0.14% active; Potency, µM (top dose mostly 46.1 µM), inactives show top-dose growth rescue (activation), most hits filed as activators; Yeast expressing alpha-synuclein, growth rescue, BacTiter-Glo, 24 h; AID 652106; further: % of control where 0% means no effect; nearly all actives have a fitted effect of over 65% in size
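Readout is rescue of growth in alpha-synuclein-expressing yeast, so inhibitors of toxicity appear as activators. Growth after 24 hr at 30 deg C in galactose medium is quantified by luminescence.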
TDP43 rescue: inhibitors of TDP-43 toxicity in yeast | TDP-43 expressing yeast growth rescue, BacTiter-Glo, 24 h | Potency, µM (series often up to 46.1 µM), for the others: at the highest dose growth rescue (activation), actives largely listed as activators | 410,000 tested, 1.8% active | AID 652104; further: % of control where 0% means no effect; nearly all actives have a fitted effect of over 50% in size
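Yeast cells expressing TDP-43 under galactose induction are exposed to compounds for 24 hr at 30 deg C. BacTiter-Glo luminescence measures growth, so protective compounds score as activators.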
EPAC1 ag: EPAC1 (human) agonism; EPAC1 agonist qHTS, biochemical assay; response scale: 100% = response to 6.5 mM cAMP; Potency, µM (titrated, usually from 154 µM), for inactives: at the highest dose activation, most hits filed as activators; 360,000 tested, 0.073% active; AID 720707; further: nearly all actives have a fitted effect of over 60% in size
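Normalized to 6.5 mM cAMP, activity reflects EPAC1-catalysed release of BODIPY-GDP from Rap1B, followed kinetically over 30 min at 480 nm excitation, 540 nm emission. Reaction contained 100 nM EPAC1, 250 nM Rap1B-BODIPY-GDP, 50 uM GDP.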
The depositor's hits bear a star; i = inactive; ? = inconclusive; . = not tested or not shown; & = joins results of further samples; [ ] = remark or other dose. The call rests on the fitted dose curve; in most records, active means well fitted curve in the direction sought with a large enough effect; inconclusive means small, poorly fitted or top-dose-only effect, or another doubt; inactive means no such curve, though single readings can be large; an effect the other way counts as inactive or inconclusive. Potency means the concentration at half of the fitted maximal effect.

SMILES | EPAC1 antag | EPAC2 antag | EPAC2 agonist | PTHR1 ag | FUS yeast rescue | aSyn yeast inh | TDP43 rescue | EPAC1 ag
CC(C)(C)NC(=O)CN(c1cccc([N+](=O)[O-])c1)S(=O)(=O)c1ccccc1 | 3% | 2% | -6% | i | 6% | 7% | -6% | 2%
O=C(CN1C(=O)CC(c2ccccc2)=Nc2ccccc21)NC1CCCCC1 | 2% | -5% | 6% | i | 4% | -6% | 11% | 0%
CCCn1cc(NC(=O)c2cc3n(n2)C(C(F)(F)F)CC(c2ccccc2)N3)cn1 (configuration not stated) | -2% | -3% | 3% | -3% | 18% | 4% | -10% | -2%
Cc1ccccc1-n1nc(C)c2cc(C(=O)N3CCN(S(=O)(=O)c4ccc(F)cc4)CC3)sc21 | -5% | 0% | 2% | i | 33% | -5% | -8% | 9%
Cc1nc2ccc(NC(=O)C3(C)CCCN(C(C)C)C3)cc2o1 (configuration not stated) | -25% | 8% | 3% | i | -15% | -1% | 12% | 25%
O=c1[nH]c(C2CCCN(S(=O)(=O)c3ccc(F)cc3)C2)nc2c1nnn2Cc1ccc(F)cc1 (configuration not stated) | 19% | -1% | 6% | i | 6% | -3% | -20% | 15%
Cc1cc(C)c(NC(=O)c2oc3ccccc3c2COc2ccccc2)c(C)c1 | -8% | 0% | 3% | -17% | 3% | 14% | 2% | -4%
Brc1cccc(/C=N\n2cnnc2)c1 | 0% | -1% | 7% | -22%[57.5 µM] | 6% | 5% | 6% | 5%
Cc1cc(NC(=NC2CC2)c2ccccc2F)n(-c2ccccc2)n1 | -26% | -19% | 6% | -9% | -17% | -8% | 27% | 7%
Cc1ccc(NC(=S)Nc2ccc(C(C)C)cc2)cc1S(=O)(=O)N1CCCCCC1 | 1% | -4% | 8% | -42%[inhibitor] | 23% | -6% | 15% | 4%
N#Cc1cccc(NC(=O)CNc2cc(S(=O)(=O)N3CCOCC3)ccc2N2CCCC2)c1 | -3% | -4% | 5% | -14% | ? | 0% | -10% | -5%
Cc1cccc(-n2nc([N+](=O)[O-])c(=NC3CCN(Cc4ccccc4)CC3)n2O)c1 | 14% | 3% | 0% | i | -7% | 0% | 17% | 0%
Cc1nc(-c2ccc(F)cc2)c(CC(=O)N2CCN(S(=O)(=O)c3ccccc3Br)CC2)s1 | 8% | 10% | -3% | -7% | . | 10% | 9% | -2%
C=CCOc1ccc(/C(O)=C2\C(=O)C(=O)N(CCCOC)C2c2ccc(O)c(OC)c2)cc1 (configuration not stated) | 4% | 7% | -22% | i | -11% | -5% | 2% | 11%
CCOC(=O)C1=C(C)NC2=C(C(=O)CCC2)C1c1cn(Cc2ccc(Cl)cc2Cl)nc1-c1ccccc1 (configuration not stated) | -30% | -18% | 12% | i | ? | -3% | -22% | -12%
Cn1c(C(=O)O)cc2cc(Oc3ccccc3)ccc21 | -4% | 10% | 4% | -17% | -7% | -19% | 22µM* | 9%
Cn1c(SCC(=O)NCCc2ccccc2)nnc1C1CCCCC1 | -8% | 1% | 8% | i | 10% | 1% | -10% | 10%
COc1ccc(CCNc2nc3ccc(C)cc3n3cnnc23)cc1OC | 8% | 2% | 5% | -26%&-20% | -25%&-4% | 7% | 19%&15% | -4%
Cc1cc2c(cc1S(=O)(=O)CCC(=O)N1CCN(c3ccccc3)CC1)OCC(=O)N2 | . | . | . | i | -2% | 2% | 4% | .
O=C(OCc1cc(-c2ccccc2)no1)c1ccc2ccccc2n1 | -3% | 9% | 8% | i | 1% | 14% | 11% | 11%
CC1=C(C(=O)OCc2ccccc2)C(c2ccc([N+](=O)[O-])cc2)NC(=O)N1CCCCCC(=O)O (configuration not stated) | -8% | -5% | 5% | -7% | ? | 0% | -2% | -8%
Cc1c(N(C)C(=O)c2ccco2)c(=O)n(-c2ccccc2)n1C | -16% | 6% | 2% | -10%[57.5 µM] | -1% | 0% | -4% | 7%
O=C(NCCCn1ccnc1)C(Cc1ccccc1)N1C(=O)c2ccccc2C1=O (configuration not stated) | -12% | -1% | 3% | i | 16% | -5% | -3% | 3%
Cc1nn(-c2ccccc2)c(Cl)c1C(=O)NCC1CCCO1 (configuration not stated) | 0% | 3% | 0% | i | -9% | 1% | 11% | 6%
O=C(COc1ccc(Cl)cc1)NCc1nnc(SCC(=O)NCC2CCCO2)o1 (configuration not stated) | 17% | 5% | -4% | -75%[inhibitor] | -17% | 7% | -2% | -14%
COc1ccccc1CNc1nc(-c2cc(C)n(C)c2C)cs1 | 5% | -1% | 9% | -7% | 29% | 2% | 1% | -1%
COc1ccc(CNc2nccs2)cc1 | -5% | -8% | 4% | -2% | ? | -5% | -6% | -7%
Cc1cccc(C(=O)NCCCNC(=O)c2ccccn2)c1 | 1% | 1% | 12% | i | 4% | -2% | -5% | 6%
CCNc1nc(NCC)n2c(SCC(=O)Nc3ccc(C)c(C)c3)nnc2n1 | -19% | 0% | 6% | i | 4% | -2% | -8% | 12%
COc1ccc(-c2csc3ncn(Cc4ccccc4)c(=O)c23)cc1 | ? | -1% | 21% | i | 37% | 1% | 24% | 16%
CC(=O)Oc1cccc(/C=c2\sc3nc(-c4ccco4)nn3c2=O)c1 | 12% | 14% | -2% | -54%[inhibitor] | . | ? | 3% | -4%
O=C(NCc1ccccn1)c1ccc(=O)oc1 | -1% | 0% | 6% | i | 11% | 8% | -10% | 6%
CCCCNC(=O)c1ccccc1SCc1c(C)noc1C | -2% | 1% | 3% | -57%[inhibitor] | -2% | -11% | -2% | 5%
O=C(NCC(c1ccco1)N1CCc2ccccc2C1)C(=O)Nc1ccccc1F (configuration not stated) | -21% | 0% | 8% | -22% | 16% | -1% | -5% | 1%
CC(Oc1cccc(Cl)c1)C(=O)Nc1ccccc1C(=O)N1CCCCC1 (configuration not stated) | 7% | -7% | 18% | -19% | 16% | -6% | 5% | -1%
COc1ccc(S(=O)(=O)Nc2c(O)c3ccccc3oc2=O)cc1 | -29% | -2% | 10% | -4% | 0% | 0% | -10% | 4%
O=C(CCc1nnc2ccc(N3CCC4(CC3)OCCO4)nn12)N1CCCCC1 | 7% | 7% | 3% | -11% | 11% | -1% | -9% | 3%
COC(=O)C1CCCN1C(=O)C12CC3CC(CC(C3)C1)C2 (configuration not stated) | -27% | -8% | 15% | -10% | 9% | -8% | 2% | -1%
O=C(NCc1ccc(OC(F)(F)F)cc1)C1CC(c2cccc(F)c2)=NO1 (configuration not stated) | -16% | 16% | -4% | 11% | -25% | -1% | 25% | -1%
O=C(O)Cc1ccc(NC(=S)Nc2ccc(Br)cc2Cl)cc1 | -4% | -3% | 11% | -2% | -27% | 12% | 35µM* | 6%
CN(C)S(=O)(=O)c1ccc(C(=O)Nc2ccccc2[N+](=O)[O-])cc1 | 1% | -1% | -2% | -23% | . | -1% | -2% | 2%
CC1CCc2c(C(=O)NCc3cccnc3)csc2C1 (configuration not stated) | -23% | -9% | 4% | -18% | -21% | 1% | -1% | -3%
O=C1CC(c2ccc(S(=O)(=O)NCc3ccccc3)cc2)CN1 (configuration not stated) | -5% | 26% | 12% | -11% | -16% | 4% | ? | 4%
CCCNC(=O)c1ccc(N2CCC3(CC2)CC(c2cccc(Br)c2)=NO3)c(N)c1 | -6% | 7% | -2% | -13% | ? | -10% | ? | 4%
O=C(CN1C(=O)NC2(CCCCCC2)C1=O)Nc1ccc(Cl)cc1Cl | -3% | 0% | 2% | i | 7% | -1%[1.84 µM] | 8% | -3%

5 entries picked at random from the list so far, as already listed:
SMILES | EPAC1 antag | EPAC2 antag | EPAC2 agonist | PTHR1 ag | FUS yeast rescue | aSyn yeast inh | TDP43 rescue | EPAC1 ag
O=C(NCc1ccccn1)c1ccc(=O)oc1 | -1% | 0% | 6% | i | 11% | 8% | -10% | 6%
O=C1CC(c2ccc(S(=O)(=O)NCc3ccccc3)cc2)CN1 (configuration not stated) | -5% | 26% | 12% | -11% | -16% | 4% | ? | 4%
CCCCNC(=O)c1ccccc1SCc1c(C)noc1C | -2% | 1% | 3% | -57%[inhibitor] | -2% | -11% | -2% | 5%
CN(C)S(=O)(=O)c1ccc(C(=O)Nc2ccccc2[N+](=O)[O-])cc1 | 1% | -1% | -2% | -23% | . | -1% | -2% | 2%
CC(Oc1cccc(Cl)c1)C(=O)Nc1ccccc1C(=O)N1CCCCC1 (configuration not stated) | 7% | -7% | 18% | -19% | 16% | -6% | 5% | -1%

Later entries
SMILES | EPAC1 antag | EPAC2 antag | EPAC2 agonist | PTHR1 ag | FUS yeast rescue | aSyn yeast inh | TDP43 rescue | EPAC1 ag
O=C(COC(=O)C1CC(=O)N(Cc2ccccc2)C1)Nc1ccccc1F (configuration not stated) | -18% | 4% | 9% | -9% | -22% | -1% | 10% | -10%
O=C(c1ccco1)N1CCN(S(=O)(=O)c2ccc(Oc3ccccc3)cc2)CC1 | -5% | -6% | 17% | -19%[57.5 µM] | 44% | 12% | ? | 15%
CN(C)/C=C(\C#N)C(=O)c1cccnc1Oc1cccc(F)c1 | 7% | 4% | 4% | -11%[57.5 µM] | 6% | -10% | -17% | 5%
C#CCNC(=O)C[C@@H]1C[C@@]2(C(=O)OC)CC(C)(C)CC=C2N(Cc2ccco2)C1=O | -5% | -10% | 9% | -5% | 14% | -1% | 30% | 0%
Oc1ccc(Br)cc1CN1CCCCCCC1 | -2% | 11% | -1% | i | 19% | -6% | -23% | -2%
O=C(CCC(=O)N1CCOc2ccccc21)NCCCN1CCOCC1 | 6% | 20% | 6% | -25% | -16% | 0% | -4% | -11%
Cc1ccc(-n2nc(CN3CCOCC3)c(-c3ccccc3)c2N)cc1Cl | -10% | 8% | -2% | -17% | 5% | 0% | -3% | -2%
Cc1oc(/N=C/c2ccc(Cl)cc2Cl)c(C#N)c1C | -7% | 16% | 2% | i | . | -9% | 6% | -7%
CN(C)c1ccc(C(=O)c2ccccc2C(=O)O)c(O)c1 | 3% | 5% | -8% | i | 13% | 4% | -17% | -2%
COC(=O)CN(c1ccc(C)cc1)S(=O)(=O)c1ccc(F)cc1 | 12% | -8% | 4% | i | -7% | 3% | -9%[9.22 µM] | -3%
CCN1CCN(C(=O)c2ccc(Cl)c(S(=O)(=O)N3CCOCC3)c2)CC1 | 2% | 3% | 5% | i | 2% | -2% | -22% | 2%
c1ccc(-c2cc3nc(NCc4cccs4)nc(NCc4ccc5occc5c4)c3s2)cc1 | 1% | 6% | 2% | 20% | -2% | 0% | -3% | -2%

These rows are one share of the data. The share of hits here may be higher or lower than overall.
